GPR55 antagonists: inhibition of LPI-stimulated GPR55 beta-arrestin translocation – imaging, U2OS, beta-arrestin-GFP, LPI agonist, primary screen (AID 2013). actives 0.13% (n = 290,000). inhibition, % at 10 µM; hits with a dose series show IC50 in µM. U2OS GPR55 beta-arrestin-GFP translocation imaging, LPI antagonism; higher % means a stronger effect;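 active means spots per cell inhibited over 60%, with over 100 cells counted and total cytoplasm intensity under 500,000; inconclusive means wells with under 100 cells, flagged as likely toxic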;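 further: U2OS cells stably carrying GPR55 and arrestin-GFP stimulated by 5 µM LPI near EC80; imaged beta-arrestin-GFP aggregate spots per cell after agonist stimulation; plate controls were LPI-stimulated DMSO wells for no effect and DMSO wells without LPI for full effect; some results filed as inactive read as strong as hits; confirmed hits need IC50 under 10 µM and bright autofluorescent wells are also inconclusive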
T cell modulator: T cell immune modulators affecting CD8 T cell-vesicle binding; 2C CD8+ T cell-vesicle binding, flow cytometry; stronger effect = lower value; calls only at 7 µM; actives 0.068% (n = 330,000);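 active means response, share of CD8 T cells binding vesicles, and their 90th percentile fluorescence all below set limits, cut at about 80% in these data, passing the limit was not always enough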
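incubation = binding step 1.5 h, 37 °C, antibody labelling 20 min, ice | test system = 2C mouse CD8+ T cells | read-out basis = percent CD8+ FL2 mean versus row control | controls = Peptide-free naked vesicles (low) and QL9 vesicles with 0.7% DMSO vehicle (high) | detection = flow cytometry of vesicle-bound cells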
NOD2 inhibition: inhibition of NOD2-driven NF-kB reporter – cell-based, luminescence, uHTS, HEK293 (AID 1566). inhibition, % at 4 µM, or EC50 in µM where a hit was titrated. HEK293 NOD2/NF-kB luciferase reporter, luminescence; higher % means a stronger effect. actives 0.63% (n = 290,000); further: many of its hits are not listed in these tables
NOD1 NF-kB reporter: inhibition of NOD1-driven NF-kB reporter – cell-based, luminescence, uHTS, primary screen (AID 1578) | NOD1-driven NF-kB luciferase reporter cells, luminescence; higher % means a stronger effect | inhibition, % at 4 µM, or EC50 in µM where a hit was titrated | actives 1% (n = 290,000); in the data active means inhibition mostly above about 36%, no sharp cut-off; inactive means mostly below about 34%;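 further: HEK-293T reporter cells stimulated with the NOD1 agonist gamma-tri-DAP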
NTR1 agonist: NTR1-driven beta-arrestin-GFP spot formation – imaging, U2OS cells, high content, primary screen (AID 493036) | P30989 | agonist mode | activation, % at 20 µM | actives 0.17% (n = 330,000);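 active means activation at or above 40% of the spot to cytoplasm intensity ratio, with at least 20 cells analyzed; inconclusive means wells under 20 cells, flagged as cytotoxic or low count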;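 further: 0% = DMSO without peptide and 100% = 100 nM NTR1 peptide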
Target sequence (P30989 whole entry, looked up): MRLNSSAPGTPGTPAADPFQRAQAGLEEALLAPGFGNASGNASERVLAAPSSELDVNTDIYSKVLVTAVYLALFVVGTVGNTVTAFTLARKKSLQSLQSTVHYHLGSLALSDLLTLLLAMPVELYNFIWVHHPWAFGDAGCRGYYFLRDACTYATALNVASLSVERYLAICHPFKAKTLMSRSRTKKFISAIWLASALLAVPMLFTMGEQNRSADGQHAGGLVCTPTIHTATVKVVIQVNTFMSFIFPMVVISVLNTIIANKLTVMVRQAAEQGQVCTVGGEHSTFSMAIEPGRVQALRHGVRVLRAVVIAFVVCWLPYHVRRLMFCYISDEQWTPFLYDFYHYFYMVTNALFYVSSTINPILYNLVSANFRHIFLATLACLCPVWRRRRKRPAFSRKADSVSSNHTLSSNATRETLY
GPR55 activation: GPR55 agonists via beta-arrestin recruitment, primary screen, imaging, U2OS cells, beta-arrestin-GFP redistribution (AID 1961) | activation, % at 10 µM, or EC50 in µM where a hit was titrated | U2OS GPR55 beta-arrestin-GFP redistribution imaging; higher % means a stronger effect | actives 0.048% (n = 290,000);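 active means activation above 40% with more than 50 cells counted in the well; inconclusive means wells holding fewer than 50 cells, flagged as toxic or sparse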;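 further: U2OS osteosarcoma cells stably expressing GPR55 and beta-arrestin-GFP; plate controls were DMSO negative control for no effect and LPI positive control for full effect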
KOR beta-arrestin-1: KOR antagonists, beta-arrestin recruitment, cell-based, luminescence, uHTS (AID 1778); actives 0.091% (n = 290,000); inhibition, % at 10 µM, or IC50 in µM where a hit was titrated; KOR beta-arrestin recruitment, luminescence, antagonist mode; higher % means a stronger effect; further: strong numbers were not always called active
KOR beta-arrestin-2: KOR agonists, beta-arrestin recruitment, primary screen, cell-based, luminescence, uHTS (AID 1777). KOR beta-arrestin recruitment, luminescence; higher % means a stronger effect. activation, % at 10 µM; hits with a dose series show EC50 in µM. actives 0.02% (n = 280,000); in the data active means activation above about 50%, passing the limit was not always enough; further: a part of the inactive calls stands beside numbers as strong as those of hits
Myeloid diff 2: compounds promoting myeloid differentiation; actives 1% (n = 360,000); ER-HoxA9 myeloid progenitors, lysozyme-GFP differentiation, flow cytometry; calls only at 10 µM;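 active means normalized GFP-positive differentiation at or above the plate's own cutoff, the solvent-only control mean plus 3 SD; inconclusive means no clear call, values can overlap the other calls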;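 further: cells exposed to compound for four days before flow analysis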
T cell modulator vesicle-bound %: recorded beside T cell modulator, whose call it bears; double positive events, %; measured here: CD8+ vesicle-bound cell fraction;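 binding gate set so that unloaded-vesicle control wells show 10% double positive cells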
NTR1 agonist cell count 20 µM: also measured in NTR1 agonist; calls as there; cell count; measured here: cell count, cytotoxicity flag
Myeloid diff 2 GFP+ MAC1+ %: recorded beside Myeloid diff 2, whose call it bears; GFP+ MAC1+ double positive, %; measured here: differentiation confirmed by MAC1 staining
Starred values were filed as active, the others as inactive; i = inactive; u = inconclusive; x = not tested or not shown. Unless noted, no stated cut-off is given here; in the data, active means inhibition above about 50%; inactive means the rest.

nr	SMILES	GPR55 antagonists	T cell modulator	T cell modulator vesicle-bound %	NOD2 inhibition	NOD1 NF-kB reporter	NTR1 agonist
1	Cc1ccc(S(=O)(=O)NC(C)C(c2cccs2)N2CCN(c3ccccc3)CC2)cc1 (configuration not stated)	4%	i	56	5%	10%	-0.8
2	CCc1nc(Nc2cc(OC)ccc2OC)c2oc3ccccc3c2n1	16%	i	46	10%	-10%	5.2
3	S=c1nc(-c2ccccc2)n(CCN2CCOCC2)c2c1CCCC2	-8%	i	11	0%	-6%	-1.3
4	O=C(N/N=C/c1ccco1)c1cccc(NC(=O)c2cccc(Cl)c2)c1	-3%	i	27	12%	-21%	-0.9
5	Cc1cc(=O)n2nc(N3CCC(C(=O)NCc4cccc(Cl)c4)CC3)sc2n1	6%	i	10	13%	-15%	1.0
6	COc1ccc(CCN(C)CCCN2CC(c3ccccc3)CC2=O)cc1OC (configuration not stated)	-2%	i	38	-7%	-21%	-1.2
7	Cc1ccc(NCc2nnc(SCC(=O)Nc3cccc(O)c3)n2CC2CCCO2)c(C)c1 (configuration not stated)	4%	i	22	-14%	-21%	-2.7
8	Cc1cc(C)c(C2=Nn3c(C)nnc3SC2C)cc1C (configuration not stated)	-11%	i	20	8%	-4%	-1.0
9	O=C1/C(=N\O)Cc2ccccc21	6%	i	32	6%	x	-0.3
10	Cc1ccc(C)n1-c1ccc(C(=O)NCC2CCCO2)cc1 (configuration not stated)	1%	i	38	5%	-8%	-1.0
11	Fc1ccc2[nH]c3c(N4CCN(Cc5ccc6c(c5)OCO6)CC4)ncnc3c2c1	13%	x	x	55%*	58%*	x
12	O=C(COC(=O)c1cccnc1Cl)NCc1ccc2c(c1)OCO2	2%	i	48	13%	-16%	0.8

nr	NTR1 agonist cell count 20 µM	GPR55 activation	KOR beta-arrestin-1	KOR beta-arrestin-2	Myeloid diff 2	Myeloid diff 2 GFP+ MAC1+ %
1	47	1.1%	-20%	2.3%	i	1.7
2	100	-0.1%	-16%	-3.7%	i	0.6
3	63	0.3%	-29%	-9.9%	i	15
4	40	-0.2%	-3%	-3.4%	i	4.1
5	44	0.3%	-4%	-2.5%	u	x
6	97	0.9%	-60%	2.4%	i	0.2
7	78	-0.2%	-35%	-4.4%	i	0.3
8	48	-0.1%	-37%	2.0%	i	0.7
9	51	0.2%	-30%	4.5%	i	1.9
10	59	-0.2%	3%	-3.6%	i	1.0
11	x	-0.1%	18%	2.3%	x	x
12	59	0.6%	-21%	-2.6%	i	0.5

One compound at a time, as listed above. Values in the order: GPR55 antagonists	T cell modulator	T cell modulator vesicle-bound %	NOD2 inhibition	NOD1 NF-kB reporter	NTR1 agonist	NTR1 agonist cell count 20 µM	GPR55 activation	KOR beta-arrestin-1	KOR beta-arrestin-2	Myeloid diff 2	Myeloid diff 2 GFP+ MAC1+ %
Results for Cc1ccc(S(=O)(=O)NC(C)C(c2cccs2)N2CCN(c3ccccc3)CC2)cc1 (configuration not stated) : 4%	i	56	5%	10%	-0.8	47	1.1%	-20%	2.3%	i	1.7
Results for S=c1nc(-c2ccccc2)n(CCN2CCOCC2)c2c1CCCC2 : -8%	i	11	0%	-6%	-1.3	63	0.3%	-29%	-9.9%	i	15

Entries shown so far that contain an aryl methoxy group (2):
nr	SMILES	GPR55 antagonists	T cell modulator	T cell modulator vesicle-bound %	NOD2 inhibition	NOD1 NF-kB reporter	NTR1 agonist
2	CCc1nc(Nc2cc(OC)ccc2OC)c2oc3ccccc3c2n1	16%	i	46	10%	-10%	5.2
6	COc1ccc(CCN(C)CCCN2CC(c3ccccc3)CC2=O)cc1OC (configuration not stated)	-2%	i	38	-7%	-21%	-1.2

nr	NTR1 agonist cell count 20 µM	GPR55 activation	KOR beta-arrestin-1	KOR beta-arrestin-2	Myeloid diff 2	Myeloid diff 2 GFP+ MAC1+ %
2	100	-0.1%	-16%	-3.7%	i	0.6
6	97	0.9%	-60%	2.4%	i	0.2

The listing continues.
nr	SMILES	GPR55 antagonists	T cell modulator	T cell modulator vesicle-bound %	NOD2 inhibition	NOD1 NF-kB reporter	NTR1 agonist
13	O=C(NC(=S)N1CCN(Cc2ccccc2)CC1)c1ccco1	-11%	i	33	7%	-13%	2.6
14	CC(=O)N(Cc1cc2c(C)cc(C)cc2[nH]c1=O)C1CCCCC1	20%	i	41	1%	-33%	0.0
15	N/C(=N\OC(=O)CSc1ccccc1)c1cccc([N+](=O)[O-])c1	6%	i	62	-23%	-24%	0.2
16	CCOC(=O)c1cnn(-c2nc(-c3ccccc3)nc3c2COC(C)(C)C3)c1N	1%	i	33	3%	-3%	3.9
17	CCOc1ccc(N2C(=O)/C(=C\c3ccc(OC)c(O)c3)S(=O)(=O)C2c2cccc([N+](=O)[O-])c2)cc1 (configuration not stated)	28%	i	55	-18%	-18%	-1.3
18	CC(C)(C)OC(=O)N[C@@H](Cc1ccccc1)c1nnc(S(=O)(=O)Cc2cccc(F)c2)o1	-4%	i	23	x	x	10
19	CC1(C)N=C(N)NC(Nc2ccccc2Cl)=N1	-6%	i	66	-2%	-38%	0.4
20	COc1ccc(CCNC(=O)c2cccnc2SC)cc1	10%	i	36	7%	-18%	-0.7
21	Cc1c(Br)c(C(=O)NCc2cc3cc(Cl)ccc3[nH]2)nn1C	10%	i	52	15%	-20%	0.0
22	COCCNS(=O)(=O)c1ccc2c(c1)oc(=O)c1cc(S(=O)(=O)NCCOC)ccc12	5%	i	25	-10%	-18%	0.7
23	Cc1cc(C)cc(OC2CCCCC2NS(=O)(=O)c2ccccc2)c1 (configuration not stated)	11%	i	45	9%	18%	0.0
24	O=C(CCS(=O)(=O)Cc1ccccc1)Nc1ccc2c(c1)OCCO2	2%	i	29	10%	-21%	1.4

nr	NTR1 agonist cell count 20 µM	GPR55 activation	KOR beta-arrestin-1	KOR beta-arrestin-2	Myeloid diff 2	Myeloid diff 2 GFP+ MAC1+ %
13	41	-0.7%	17%	-2.2%	i	0.5
14	57	-0.2%	-17%	-2.1%	i	0.7
15	73	-0.3%	4%	1.4%	i	0.6
16	56	-1.0%	-21%	3.6%	i	0.4
17	28	1.8%	14%	-0.5%	i	1.3
18	58	-0.2%	2%	-5.1%	x	x
19	47	-0.1%	-1%	7.3%	i	0.0
20	59	1.4%	-1%	-0.2%	i	0.6
21	35	-0.1%	1%	0.6%	i	0.1
22	53	-0.4%	23%	-0.6%	x	x
23	77	-0.3%	27%	3.1%	i	0.1
24	54	-0.2%	7%	-2.4%	i	1.0

(next part)
nr	SMILES	GPR55 antagonists	T cell modulator	T cell modulator vesicle-bound %	NOD2 inhibition	NOD1 NF-kB reporter	NTR1 agonist
25	CCCCNC(C(=O)Nc1ccc(Cl)c([N+](=O)[O-])c1)c1ccccc1 (configuration not stated)	18%	i	46	0%	-28%	3.3
26	O=C(c1ccco1)N(Cc1ccc2c(c1)OCO2)Cc1cc2cc3c(cc2[nH]c1=O)OCO3	-3%	i	48	-10%	-12%	2.1
27	CCOC(=O)C1=C(O)/C(=C/N(C)C)N=C1C	x	i	16	9%	10%	-0.1
28	Cc1ccc(N(C(=O)c2csnn2)C(C(=O)NC2CCCCC2)c2ccncc2)cc1 (configuration not stated)	-4%	i	50	31%	1%	1.7
29	Fc1ccc(Oc2ncccn2)c(F)c1	15%	i	65	17%	-8%	0.7
30	Cc1csc(N/N=C\c2cccnc2)n1	-11%	i	56	-12%	-28%	2.1
31	COc1ccc(CC(=O)Nc2ccc(S(=O)(=O)N(C)C)cc2)cc1OC	23%	i	46	17%	14%	-0.5
32	COc1ccc(C(=O)Nc2ccc3oc(-c4cccc(F)c4)nc3c2)cc1OC	-3%	i	39	-21%	-126%	7.7
33	COc1ccc(C(C(=O)NC(C)(C)C)N(Cc2cccs2)C(=O)CCC(=O)Nc2cc(C)on2)cc1 (configuration not stated)	7%	i	44	15%	22%	-1.2
34	Cc1cc(-c2nnc(SCC(=O)Nc3cccc(F)c3)n2N)n[nH]1	10%	i	26	-2%	-26%	1.5
35	CN(C)c1nc(-c2ccccn2)nnc1-c1ccccc1	6%	i	68	-212%	-133%	0.7
36	Cc1c(CBr)[n+](=O)c2c(n1[O-])C(Br)CCC2Br (configuration not stated)	0%	i	32	3%	-10%	0.8

nr	NTR1 agonist cell count 20 µM	GPR55 activation	KOR beta-arrestin-1	KOR beta-arrestin-2	Myeloid diff 2	Myeloid diff 2 GFP+ MAC1+ %
25	38	-0.1%	50%	-1.5%	i	0.3
26	51	-0.1%	16%	2.9%	i	0.6
27	46	-0.2%	9%	1.1%	i	0.8
28	31	0.5%	13%	-4.3%	i	0.4
29	94	-0.3%	-21%	5.1%	i	0.9
30	50	0.5%	-18%	-0.7%	i	0.2
31	90	0.0%	1%	-1.2%	i	0.6
32	90	-0.1%	-69%	15%	i	1.8
33	91	0.4%	-41%	3.8%	i	0.9
34	59	-0.1%	37%	-4.0%	i	1.3
35	57	0.2%	-1%	-4.7%	i	2.1
36	51	-0.3%	0%	x	i	0.7

The list continues:
nr	SMILES	GPR55 antagonists	T cell modulator	T cell modulator vesicle-bound %	NOD2 inhibition	NOD1 NF-kB reporter	NTR1 agonist
37	CC(C)CCNC(=O)c1ccc2c(SCC(=O)O)c3c(nc2c1)CCC3	2%	i	60	12%	1%	0.6
38	Cc1cccc(-c2noc(Cc3ccccc3)n2)c1	13%	i	22	-51%	-102%	2.4
39	CCCCNC(=O)Cn1nc(-c2ccc(C)cc2)ccc1=O	4%	i	15	-2%	-4%	0.6
40	CC(=O)Nc1ccc(S(=O)(=O)N2CCC(C(=O)c3ccc(Cl)cc3)CC2)cc1	17%	i	46	14%	6%	0.9
41	CC(=O)c1sc(-c2ccc(F)cc2)cc1NS(=O)(=O)c1ccc(C)cc1	-1%	i	36	31%	5%	-0.7

nr	NTR1 agonist cell count 20 µM	GPR55 activation	KOR beta-arrestin-1	KOR beta-arrestin-2	Myeloid diff 2	Myeloid diff 2 GFP+ MAC1+ %
37	65	-0.1%	16%	-1.6%	i	0.5
38	50	-0.1%	4%	1.1%	i	7.1
39	82	-0.2%	16%	0.3%	i	0.4
40	53	-0.2%	-21%	0.2%	i	0.1
41	44	0.3%	4%	6.5%	i	1.6

An excerpt, so the mix of outcomes need not match the whole.
